hcGAS lum: Primary biochemical luminescence assay for human cyclic GMP-AMP synthase inhibitors | recombinant h-cGAS, ATP depletion, Kinase-Glo luminescence | 290,000 compounds, 0.081% hits | inhibition, % at 12.5 µM;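 also: 0% = vehicle reaction and 100% = reaction without DNA for no activity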
Target sequence (Q8N884 whole entry, looked up): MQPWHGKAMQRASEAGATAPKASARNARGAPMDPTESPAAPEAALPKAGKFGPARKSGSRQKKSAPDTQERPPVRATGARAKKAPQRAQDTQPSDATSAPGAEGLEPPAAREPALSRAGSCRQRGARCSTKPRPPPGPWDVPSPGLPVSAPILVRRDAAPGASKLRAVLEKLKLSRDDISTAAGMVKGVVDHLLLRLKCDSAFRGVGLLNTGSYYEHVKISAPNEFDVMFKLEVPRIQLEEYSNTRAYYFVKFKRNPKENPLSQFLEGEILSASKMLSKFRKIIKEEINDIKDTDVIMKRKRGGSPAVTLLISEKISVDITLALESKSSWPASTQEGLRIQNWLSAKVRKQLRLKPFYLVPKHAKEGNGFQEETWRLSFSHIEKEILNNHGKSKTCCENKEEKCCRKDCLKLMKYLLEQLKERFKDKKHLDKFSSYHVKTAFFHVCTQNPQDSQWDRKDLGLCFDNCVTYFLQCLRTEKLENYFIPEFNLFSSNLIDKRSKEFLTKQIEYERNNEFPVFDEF
mcGAS inh: cyclic GMP-AMP synthase inhibitors, mouse, primary biochemical chemiluminescence. recombinant cGAS, Kinase-Glo ATP depletion luminescence. inhibition, % at 12.5 µM. 160,000 compounds, 0.15% hits. Q8C6L5;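 also: 0% = negative control wells and 100% = reference inhibitor with no enzyme activity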
NPYLR7 agonist: agonists of mosquito NPYLR7 receptor, primary screen, cell-based, Aedes aegypti, calcium fluorescence, mosquito biting behavior. 270,000 compounds, 0.15% hits. Aedes aegypti neuropeptide Y-like receptor 7 (NPYLR7). activation, % at 10 µM. HEK293T NPYLR7/Galpha15, GCaMP6s calcium fluorescence; in the data active = activation above about 40%;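 also: 0% = vehicle and 100% = reference agonist at the receptor; some compounds past the cut are filed as inactive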
An asterisk follows results filed as active; / = no result given; & = joins results of further samples. Rule as the data show it, unless noted: active = inhibition above about 40%; inactive = the rest.

SMILES | hcGAS lum | mcGAS inh | NPYLR7 agonist
Cc1ccc(-n2nnn(CN(C)C3CCS(=O)(=O)C3)c2=S)c(C)c1 (configuration not stated) | -9 | / | 10
NC(=O)c1cnn2c(C(F)(F)F)cc(-c3ccc(F)cc3)nc12 | -10 | -5 | -9
O=C(CSc1nnc(-c2ccco2)o1)N1CCCCC1 | 0 | -5 | -3
O=C(CSc1nccn2nc(-c3ccccc3)cc12)N1CCN(c2ccccc2F)CC1 | -5 | -6 | -2
Cc1nn(CC(=O)NC2CC2)c(C)c1[N+](=O)[O-] | -10 | / | 19
O=C1CCC(C(=O)N2CCC(Cc3ccccc3)CC2)CN1CC1CCCCC1 (configuration not stated) | -2 | / | 1
COc1ccc(N(C(=O)CNC(C)=O)C(C(=O)Nc2ccccc2)c2ccncc2)cc1 (configuration not stated) | 2 | / | -5
COc1ccccc1Nc1ncnc2ccc(C)cc12 | -4 | 0 | -8
O=S(=O)(NCc1ccccc1)N1CCCC(Oc2ccc(F)cc2)C1 (configuration not stated) | -5 | / | 4
CN(C)C(=O)Nc1cccc(C2SCC(=O)N2c2ccc(F)cc2)c1 (configuration not stated) | -5 | -5 | 44
CN(CCOc1ccccc1)Cc1nc(-c2ccccc2)no1 | 3 | / | -3
CCOC(=O)c1sc(N)c(C(=O)OCC)c1CNC(C)(C)C | -1 | / | 2
Cc1cc(=O)[nH]c(-n2nc(-c3cccs3)cc2NC(=O)c2ccc(Cl)cc2Cl)n1 | -3 | / | 3
CCOc1ccccc1NC(=O)C(C)Nc1cccc(C)c1C (configuration not stated) | -4 | / | -2
O=C(OCc1ccccc1)C1CC(O)CN1C(=O)Cc1ccccc1F (configuration not stated) | -12 | / | 4
COc1ccc(C2=NN(C(=O)CN3CCC(C(N)=O)CC3)C(c3ccc(F)cc3)C2)cc1 (configuration not stated) | -3 | -5 | 3
CCOCC(=O)OCC(=O)NC12CC3CC(CC(C3)C1)C2 | -9 | / | 5
CCOc1ccccc1N1CC(c2nc3ccccc3n2CCOC)CC1=O (configuration not stated) | 1 | / | -1
Cn1c(SCc2cc(Cl)c3c(c2)OCCO3)nnc1-c1ccc(Cl)cc1 | -2 | / | 8
C=CCN1Cc2cc(OC)ccc2N(C[C@@H](O)COCc2ccccc2)CCC1=O | -8 | -8 | 0
COCc1c(Br)c(C)nc(OCC(=O)N/N=C\c2cc(Br)ccc2O)c1C#N | -5 | -5 | 24
CC(C)Nc1ccc(C(=O)NCc2cccs2)cn1 | 0 | -4 | 3
Cc1ccc(CN2CCN(C(=O)CCc3ccccn3)CC2=O)cc1 | -6 | -9 | -3
O=C(Cc1cccc(F)c1)N1CCC(n2nc(-c3ccccc3)cc2-c2ccccc2)CC1 | -1 | -5 | 1
COc1cc(C(Nc2cc(C)ccn2)c2c(C)[nH]c3ccccc23)cc(OC)c1OC (configuration not stated) | -4 | / | -5
NC(=O)Nc1cccc(C(=O)OC(C(=O)N2CCCCC2)c2ccccc2)c1 (configuration not stated) | -11 | / | 4
CC(C)Cc1nc(N2CCN(C(=O)NC(C)(C)C)CC2)c2c(-c3cccc(C(F)(F)F)c3)noc2n1 | 4 | 0 | -6
CCOc1ccc(-n2c(C(C)N(CCc3ccccc3)C(=O)COc3ccccc3)nc3ccccc3c2=O)cc1 (configuration not stated) | -1 | -4 | 20
O=C(CC1=CCCCC1)N1CCCC(N2CCN(c3cccc(C(F)(F)F)c3)CC2)C1 (configuration not stated) | -6 | / | 1
CC1(C(=O)NCc2ccc(C(F)(F)F)cc2)CCN1C1Cc2ccccc2C1 (configuration not stated) | -10 | / | 7
O=C(NCc1ccc(C(F)(F)F)cc1)C1CCS(=O)(=O)C1 (configuration not stated) | -4&-6 | -17&-7 | -2&7
CC(C)CNCCSc1nccn1C | -6 | -8 | -1
NC(=O)c1cccc(CC2CCN(C(=O)c3[nH]ncc3Cl)C2)c1 (configuration not stated) | -4 | / | 10
CCCc1ccc(-c2nc(-c3cccnc3)no2)cc1 | -6 | -3 | -3
CN(C)CCNCCOc1ccc(-c2ccccc2)cc1 | 3 | / | 1
CCOc1ccc(-c2nc(-c3ccc(CCNS(C)(=O)=O)cc3)cs2)cc1OC | -5 | / | -1
O=C(O)CC1Sc2nncn2N=C1c1ccc(Cl)cc1 (configuration not stated) | -7 | -4 | 9
Oc1ccc(/C=N\Nc2nc(N3CCCC3)nc(N3CCCC3)n2)cc1 | -7 | -7 | -1
CCOC(=O)c1ccc(NC(=O)c2ccc(=O)n(Cc3cccc(C)c3)c2)cc1 | -9 | / | 16
Cc1ccc(C)c(-n2cc(CN[C@@H](C)C(N)=O)c(-c3ccccc3)n2)c1 | -10 | / | 17

Looked up above.
`CCOc1ccc(-c2nc(-c3ccc(CCNS(C)(=O)=O)cc3)cs2)cc1OC` | hcGAS lum: -5
`Cc1ccc(C)c(-n2cc(CN[C@@H](C)C(N)=O)c(-c3ccccc3)n2)c1` | NPYLR7 agonist: 17
`CC(C)CNCCSc1nccn1C` | hcGAS lum: -6

Fetched one by one from the list above:
SMILES | hcGAS lum | mcGAS inh | NPYLR7 agonist
O=C(NCc1ccc(C(F)(F)F)cc1)C1CCS(=O)(=O)C1 (configuration not stated) | -4&-6 | -17&-7 | -2&7
CCOc1ccc(-n2c(C(C)N(CCc3ccccc3)C(=O)COc3ccccc3)nc3ccccc3c2=O)cc1 (configuration not stated) | -1 | -4 | 20
COc1cc(C(Nc2cc(C)ccn2)c2c(C)[nH]c3ccccc23)cc(OC)c1OC (configuration not stated) | -4 | / | -5
CCOC(=O)c1ccc(NC(=O)c2ccc(=O)n(Cc3cccc(C)c3)c2)cc1 | -9 | / | 16
CCOc1ccc(-c2nc(-c3ccc(CCNS(C)(=O)=O)cc3)cs2)cc1OC | -5 | / | -1
COCc1c(Br)c(C)nc(OCC(=O)N/N=C\c2cc(Br)ccc2O)c1C#N | -5 | -5 | 24

Continued.
SMILES | hcGAS lum | mcGAS inh | NPYLR7 agonist
CN(C1CCCCC1)S(=O)(=O)N1CCc2ccccc21 | -8 | / | 3
O=S(=O)(Nc1ccc(-n2cnnn2)cc1)c1ccc(Cl)cc1 | -5 | / | 2
COc1ccc(OC)c(S(=O)(=O)NCCCn2ccnc2)c1 | -3 | -3 | 2
COc1ccc(-c2cnc(N)nc2-c2ccc(OCc3ccc(F)cc3)cc2O)cc1OC | -5 | -9 | 3
O=C(O)c1[nH]ncc1CN1CCCN(Cc2ccccc2F)CC1 | -3 | / | 19
CCC(O)CN(CCC(C)C)Cc1cccc(OC)c1 (configuration not stated) | -2 | -5 | 19
CC1C(=O)N(c2cccc(C(F)(F)F)c2)CCN1Cc1c(F)cccc1F (configuration not stated) | -7 | -6 | -2
Cn1c(-c2ccncc2)nn(CN2CCN(c3ncccn3)CC2)c1=S | -7 | / | -1
CCC(C)C(=O)O[C@H]1C[C@H](O)C=C2C=C[C@H](C)[C@H](CC[C@@H](O)C[C@@H](O)CC(=O)O)C21 (some centres not stated) | -3&-5 | / | -13&1
COc1ccccc1C(=O)N1CCC2(CCCN(CC3CCC3)C2=O)C1 (configuration not stated) | -1 | / | -13
Cc1[nH]n(-c2nc(-c3ccc(Br)cc3)cs2)c(=O)c1N=Nc1cccc(Br)c1 | -4 | -6 | 8
CN1C(=S)N(c2ccc3ccccc3c2)C(=O)/C1=C\c1ccncc1 | -3 | 12 | 13
CC(C)(C(=O)N1CCc2c(nc(-c3ccncc3)[nH]c2=O)C1)n1cccc1 | -7 | / | 7
COCCNC(=O)Cn1cnc2c(nnn2-c2cccc(F)c2)c1=O | -4 | -10 | -4
Cc1ccc(C(=O)N2CCC(n3nccc3NC(=O)C3CCOC3)CC2)cc1 (configuration not stated) | -4 | -5 | -2
COCCCN(CC(=O)N1CCc2sccc2C1c1ccc(Cl)cc1)C(=O)CCl (configuration not stated) | -9 | 0 | -7
Cc1ccc2nc(C)c(NC(=O)C(C)(C)C)c(=O)n2c1 | -6 | / | 0
O=S(=O)(Nc1nccs1)c1ccc(-n2cccc2)cc1 | -9&3 | -4&1 | 1&-1
COc1ccc2nc(NC(=O)c3ccc(OC)c([N+](=O)[O-])c3)sc2c1 | -2 | -7 | -13
c1ccc2oc(NC3=NCN(CCCN4CCOCC4)CN3)nc2c1 | 2 | / | 3
CN1C(=O)N(c2ccccc2)C(=O)C1c1ccc(Cl)c(Cl)c1 (configuration not stated) | 2 | 0 | -6
OC(Cc1ccccc1)CN(Cc1ccccc1)CC1CC(c2ccc(Cl)c(Cl)c2)=NO1 (configuration not stated) | -5 | -4 | -4
COC(=O)c1cc(S(=O)(=O)N2CCCC2)cn1C | -3 | / | 3
O=C(Nc1nc([C@H]2C[C@H](O)[C@@H](CO)O2)cs1)C1CCCCC1 | -4 | -4 | 1
Cc1cccc(Cc2nc3c(c(N4CCOCC4)n2)CN(S(=O)(=O)c2ccc([N+](=O)[O-])cc2)CC3)c1 | -6 | -5 | 15
CCOC(=O)C1(C)CCCCCN1C(=O)c1snnc1C (configuration not stated) | -8 | / | -2
COc1ccc2c(c1)CC(NCc1ccc(C(=O)N3CCCC3)cc1)CC2 (configuration not stated) | 6 | / | -10
O=C(NC1CCCCC1)C1CC(=O)N(c2ccc3c(c2)OCCO3)C1 (configuration not stated) | 9 | / | 4
O=C(CC1(c2ccccc2)CC(=O)N(Cc2ccc3c(c2)OCO3)C1=O)N1CCc2ccccc2C1 (configuration not stated) | 0 | -7 | 20
Cc1ccccc1Oc1ncccc1CNCc1cc2c(cc1Cl)OCO2 | -10 | / | 14
O=C(c1cncc(Br)c1)N1CCC(n2c(=O)oc3ccc(Cl)cc32)CC1 | -8 | -6 | 4
COc1cccc(N2C(=O)CSC2c2ccc(NC(=O)C(Cl)c3ccccc3)cc2)c1 (configuration not stated) | -8 | -5 | 19
CCc1ccc(-c2ccc(NCc3cccc(C)c3)nn2)cc1S(N)(=O)=O | -1 | / | -15
Cc1ccccc1C=CC(=O)Nn1cnc2scc(-c3ccco3)c2c1=O | -7 | / | 6
CCc1nnc(CN(C(=O)c2sc(C(C)C)nc2C)C(C)C)o1 | -6 | / | 0
COC(=O)c1cc(S(=O)(=O)N2CCC(C(N)=O)C2)c(F)cc1F (configuration not stated) | -6 | / | 5
O=C(O)C1CC(O)CN1C(=O)C12CC3CC(CC(C3)C1)C2 (configuration not stated) | -3 | / | 20
Cc1cc2ccccn2c1C(=S)NC(=O)c1ccccc1 | -16 | / | 0
CC(=O)OC[C@@H]1CN(Cc2ccccc2)C[C@H](n2ccc3c(N4CCN(C)CC4)ncnc32)O1 | -3 | -5 | 6
Cc1ccc(Cl)cc1N1CCN(C(=O)c2ccc3c(=O)n(-c4ccccc4)c(=O)[nH]c3c2)CC1 | 1 | / | -8

3 entries out of the list, ordered by molecular weight, high to low.
SMILES | hcGAS lum | mcGAS inh | NPYLR7 agonist
CC1C(=O)N(c2cccc(C(F)(F)F)c2)CCN1Cc1c(F)cccc1F (configuration not stated) | -7 | -6 | -2
CCOc1ccccc1N1CC(c2nc3ccccc3n2CCOC)CC1=O (configuration not stated) | 1 | / | -1
CC(C)CNCCSc1nccn1C | -6 | -8 | -1

New compounds follow.
SMILES | hcGAS lum | mcGAS inh | NPYLR7 agonist
CC(C)CN(Cc1cnn(C)c1)C(=O)c1cccc2c(=O)c3ccccc3[nH]c12 | -5 | -5 | 15
CCOc1cccc(CN2CCCn3cccc3C2c2ccc(CC)cc2)c1 (configuration not stated) | -1 | 1 | 2
O=C(NCC1CCCN(Cc2nccs2)C1)c1ccc(-c2ccccc2)cc1 (configuration not stated) | -8 | / | 10
Nc1cc(-c2cccc3cnccc23)nc(N2CCCC2)n1 | -5 | / | 10
O=C(Nc1nnc([C@@H]2C[C@H](O)[C@@H](CO)O2)s1)Nc1ccccc1Oc1ccccc1 | -2 | -1 | -4
CCC(C)Oc1ccc(C(=N)N)cc1 (configuration not stated) | -4 | / | 20
CCc1nnc(NC(=O)c2cccs2)s1 | 7 | 3 | -8
CC(Nc1ncnc2sc3c(c12)CCCC3)c1ccccc1 (configuration not stated) | 5 | / | 5
C=CCCC(O)CN(Cc1ccc(F)cc1)Cc1ccc(C)s1 (configuration not stated) | -3 | -4 | 1
CC(C)c1ccc2nc(Cl)sc2c1 | -1 | -7 | 3
[O-][N+](=Cc1ccco1)c1ccc(Cl)cc1 | -6 | -9 | 15
COc1cc2c(cc1OC)-c1cc3ccc(OC)c(OC)c3c[n+]1CC2 | -3&2 | 3 | -2

Screening results: PubChem BioAssay, Fisher Drug Discovery Resource Center
